Source: PubChem BioAssay
ZTA counter = blocks Epstein-Barr virus ZTA, an EBNA-1 counter-screen; inhibition, % at 11 µM; hit rate 0.15% among 320,000; P03206; ZTA-DNA binding, fluorescence polarization; in the data active means inhibition above about 33%
Target sequence (P03206 whole entry, looked up): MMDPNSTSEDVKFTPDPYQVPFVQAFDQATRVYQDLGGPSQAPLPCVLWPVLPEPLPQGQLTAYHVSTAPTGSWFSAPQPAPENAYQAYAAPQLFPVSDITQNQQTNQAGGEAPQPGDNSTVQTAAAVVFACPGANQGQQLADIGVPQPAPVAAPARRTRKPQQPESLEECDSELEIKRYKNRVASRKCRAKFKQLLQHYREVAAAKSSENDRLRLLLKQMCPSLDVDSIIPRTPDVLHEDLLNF
Efflux pump inh = inhibitors of Candida efflux pumps in yeast, primary screen, S. cerevisiae, Nile Red, multiplex; S. cerevisiae Candida pump triplex; inhibition, % at 10 µM; hit rate 0.44% among 330,000; AID 485275, 2010;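 active means plate passing quality check with inhibition over a set limit, or well fluorescence over plate mean plus 4 SD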;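 further: Nile Red retained in pooled yeast measured as flow cytometry median fluorescence; 0% = buffer negative control and 100% = Enniatin B positive control; higher means more Nile Red kept so more efflux inhibition; some compounds called inactive have numbers as strong as hits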
PREPL inh = PREPL enzyme inhibitors, primary screen, biochemical, fluorescence polarization; inhibition, % at 5.96 µM; recombinant PREPL, fluorescence polarization activity-based probe; Prolyl endopeptidase-like (Homo sapiens), Q4J6C6; AID 2751, 2010; hit rate 0.68% among 320,000; in the data active means inhibition above about 43%;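 further: 0% = enzyme with DMSO and 100% = wells lacking enzyme; many of its hits are not listed in these tables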
TPT1 inh = Candida albicans TPT1 enzyme inhibitors, primary screen, biochemical, fluorescence polarization; inhibition, % at 5 µM; recombinant caTPT1, FP RNA substrate dephosphorylation; AID 1962, 2009; hit rate 0.81% among 300,000; tRNA 2'-phosphotransferase TPT1 (Candida albicans SC5314);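 active means inhibition above the mean of all tested compounds plus 3 SD, set per screening campaign, cut at about 24% in these data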;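 further: plate controls were DMSO alone for no effect and ferristatin control at 100 nM for full effect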
HCV core dimer = inhibitors of HCV core protein dimerization, primary screen, biochemical, TR-FRET, high-throughput; hit rate 0.33% among 300,000; TR-FRET GST/Flag-core106 dimerization, 1536-well; inhibition, % at 5 µM;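 active means inhibition above the mean of all tested compounds plus 3 SD, set per screening campaign, cut at about 45% in these data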
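System: GST-tagged and Flag-tagged HCV core protein residues 1-106 / Input: core106 proteins, GST 13.5 nM and Flag 17 nM / Buffer or medium: KF-containing HEPES buffer, pH 7.45, DTT, CHAPS, BSA / Probe or stimulus: Eu-anti-GST and XL665-anti-Flag labelled anti-tag antibodies / Schedule: 4 h, 22.5 °C incubation / Technique: TR-FRET 671 and 617 nm emission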
PP1 counter = PP1-alpha phosphatase inhibitors, primary screen, counter-screen for PP5 inhibitor project, biochemical, fluorescence, OMFP substrate, single point; purified PP1alpha; inhibition, % at 6.7 µM; hit rate 0.9% among 320,000;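 active means inhibition above the mean inhibition of all tested compounds plus 3 SD, computed separately for each screening campaign, cut at about 15% in these data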
Target sequence (P62136 whole entry, looked up): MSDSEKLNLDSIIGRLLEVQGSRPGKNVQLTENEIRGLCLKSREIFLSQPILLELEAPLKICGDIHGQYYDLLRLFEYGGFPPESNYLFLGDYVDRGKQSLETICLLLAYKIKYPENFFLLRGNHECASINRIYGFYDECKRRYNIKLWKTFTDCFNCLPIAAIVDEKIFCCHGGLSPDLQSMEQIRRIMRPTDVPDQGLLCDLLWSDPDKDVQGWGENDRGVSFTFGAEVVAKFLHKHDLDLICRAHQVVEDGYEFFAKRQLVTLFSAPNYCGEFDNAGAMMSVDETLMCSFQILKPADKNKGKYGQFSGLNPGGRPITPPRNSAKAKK
Fh CTSL1 inh = Fasciola hepatica cathepsin L1 inhibitors, primary screen, counter-screen for PFM18AAP inhibitor project, biochemical, QFRET, fluorogenic peptide substrate. inhibition, % at 5.96 µM. AID 1906, 2009. hit rate 0.49% among 300,000. recombinant F. hepatica cathepsin L1, Z-Leu-Arg-MCA fluorescence;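 active means inhibition above the mean of all tested compounds plus 3 SD, set per screening campaign, cut at about 17% in these data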;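 further: 0% = plate median of test compound wells and 100% = 1 µM Z-Phe-Ala-diazomethylketone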
PP5 inh = PP5 phosphatase inhibitors, primary screen, biochemical, fluorescence | inhibition, % at 6.7 µM | hit rate 0.18% among 320,000 | Serine/threonine-protein phosphatase 5 (Homo sapiens), P53041 | purified PP5c, OMFP substrate fluorescence;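 active means inhibition above the campaign's mean inhibition across all tested compounds plus 3 SD, cut at about 9.5% in these data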;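 further: 0% = DMSO only and 100% = 100 µM cantharidin control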
Target sequence (P53041 whole entry, looked up): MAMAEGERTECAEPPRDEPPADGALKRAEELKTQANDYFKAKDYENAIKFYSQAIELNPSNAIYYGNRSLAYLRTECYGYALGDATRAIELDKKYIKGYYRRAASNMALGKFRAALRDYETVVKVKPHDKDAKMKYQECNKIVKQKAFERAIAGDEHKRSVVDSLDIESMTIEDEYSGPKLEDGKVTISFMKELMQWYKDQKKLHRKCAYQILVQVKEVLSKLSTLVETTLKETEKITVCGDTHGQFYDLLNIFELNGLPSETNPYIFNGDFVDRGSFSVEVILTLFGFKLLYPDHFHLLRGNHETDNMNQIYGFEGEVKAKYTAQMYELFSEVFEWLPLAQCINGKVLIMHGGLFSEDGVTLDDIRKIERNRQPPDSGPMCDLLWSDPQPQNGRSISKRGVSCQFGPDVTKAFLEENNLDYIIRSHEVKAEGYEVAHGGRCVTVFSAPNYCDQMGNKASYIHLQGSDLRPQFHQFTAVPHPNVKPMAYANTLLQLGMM
EBNA-1 inhibitor = EBNA-1 DNA-binding inhibitors, primary screen, biochemical, fluorescence polarization | hit rate 0.34% among 300,000 | AID 1950, 2009 | inhibition, % at 14.8 µM; in the data active means inhibition above about 28%
Numbers without * were called inactive; / = not tested or not shown.

Results follow in this order: ZTA counter, Efflux pump inh, PREPL inh, TPT1 inh, HCV core dimer, PP1 counter, Fh CTSL1 inh, PP5 inh, EBNA-1 inhibitor
- COc1ccc(C(=O)NC2CCN(Cc3c(F)cccc3Cl)CC2)cc1OC
 : 5, 0.2, 12, 3, -1, -2, 2, 1.6, -3
- CC(O)c1nc2cc([N+](=O)[O-])ccc2n1Cc1ccccc1 (stereo not drawn)
 : -11, -0.1, -1, -2, 2, 4, 0, 0.1, 9
- CN(Cc1ccccc1)c1ccc(C(=O)O)cc1[N+](=O)[O-]
 : -4, -0.1, -2, -6, -3, 0, 5, -2.2, 4
- COC(=O)CCCCCN1C(=O)/C(=C\c2ccncc2)SC1=S
 : -2, -0.1, -1, -1, 5, 7, 0, 1.0, 0
- COc1cccc(CNS(=O)(=O)c2c(C)[nH]c(C)c2C(=O)N2CCCC2)c1
 : -2, 0.1, -4, 2, -1, 1, 0, -0.5, 6
- O=C(O)COc1ccc2c(c1)OCCO2
 : -1, -0.1, 3, -8, -3, -2, -1, 0.6, 3
- CC(=O)Nc1nc2ccccc2n1Cc1ccccc1Cl
 : -1, 0.0, -22, -1, -11, -2, 3, -0.1, -2
- CC(NC(=O)c1ccc(F)cc1)c1nc2ccccc2n1Cc1ccccc1F (stereo not drawn)
 : -18, 0.4, -14, 2, -1, 4, 0, 4.9, -2
- COCc1c(C(=O)N/N=C(/C)c2ccccc2)nnn1-c1nonc1N
 : -10, 0.2, 10, -4, -4, -6, 0, -1.9, -16
- CC1CCCCC1NC(=O)C1Cc2ccccc2CN1S(C)(=O)=O (stereo not drawn)
 : 10, -0.1, 5, 0, 0, -4, 2, 2.1, -3
- CC(=O)Oc1ccc(NC(=O)Cc2ccccc2)c(C(=O)O)c1
 : -11, 0.3, 0, -1, -2, -4, -4, -1.4, 0
- COc1ccc(OC)c(NC(=O)CSc2nnnn2C)c1
 : 11, 0.0, 2, 2, 1, -3, -5, -1.4, 2
- CC1=NN(C(N)=S)C(=O)C1N=Nc1ccc(S(N)(=O)=O)cc1 (stereo not drawn)
 : -1, 0.0, -5, 3, -17, -5, 5, 0.8, -4
- O/N=C/c1ccc2ccccc2n1
 : -3, -0.1, 8, 0, -2, 0, 0, 0.2, 8
- O=C(CN(c1ccccn1)S(=O)(=O)c1ccccc1)N/N=C/c1cccc([N+](=O)[O-])c1
 : -9, 0.1, 3, -4, -1, -2, 0, 0.8, -7
- CCC(OC(=O)c1ccco1)C(=O)NCc1ccc(C)cc1 (stereo not drawn)
 : 12, -0.1, 0, -2, 0, -5, -20, 1.4, -2
- CCOCCC(=O)Nc1cc(Cl)ccc1OC
 : 17, -0.2, 1, 0, 2, 0, -4, 3.1, -3
- Cc1ccc(S(=O)(=O)c2c(C)nn(C(C)(C)C)c2OC(=O)c2cccs2)cc1
 : -5, 0.1, -3, 0, 19, 2, 1, 2.9, 2
- O=C(c1ccncc1)N1CCN(S(=O)(=O)c2cccc(Cl)c2)CC1
 : -9, -0.1, 1, -1, 1, -2, -4, -1.9, -5
- COc1ccc(S(=O)(=O)NC2CC(=O)N(c3ccc(C)c(C)c3)C2)cc1 (stereo not drawn)
 : -14, 0.0, -37, -4, -7, -1, -5, 2.8, -1
- CCCCCCCCCCCCCC(=O)O
 : -3, 0.1, 16, /, /, -2, /, 2.8, /
- O=C1NC(c2ccc(Cl)cc2)Oc2ccccc21 (stereo not drawn)
 : 4, 0.0, 0, 1, 4, 2, -2, 2.2, 2
- COc1ccc(O)c(/C=N/NC(=O)c2cccc(N3CCCC3=O)c2)c1
 : 5, -0.1, 9, -2, -3, 4, 1, 0.3, 8
- Cc1cc(-c2n[nH]c(=S)n2/N=C/c2ccccc2[N+](=O)[O-])n[nH]1
 : 2, -0.1, 2, 0, 3, -2, 0, -2.4, 7
- CCOC(=O)c1cc(NC(=O)c2ccc(C)cc2)c(=O)oc1C(F)(F)F
 : 3, -0.1, 4, -4, 6, -8, -2, 2.0, -10
- COc1ccc(NC(=O)c2oc3ccccc3c2NC(=O)C(C)(C)C)cc1
 : 4, 0.0, 17, 1, 4, 4, 0, 4.5, 8
- Cc1ccc(S(=O)(=O)NC(c2ccccc2)C(C)C(=O)n2nc(C)cc2C)cc1 (stereo not drawn)
 : 0, 0.1, -1, -2, 6, -3, 0, 1.7, 1
- COc1ccc(OC)c(NC(=O)CCNC(=O)Cn2ccc3ccccc3c2=O)c1
 : -23, 0.3, 10, 0, -11, -6, 4, -0.9, -21
- O=C(Nc1cccc(-n2cnnn2)c1)c1ccc(C(F)(F)F)cc1
 : 5, 0.1, 11, /, /, -2, /, 1.1, /
- O=C(COC(=O)c1ccco1)NCc1ccc(Cl)cc1
 : -12, -0.1, 9, -1, -6, -2, -8, -0.9, 7
- COc1ccccc1/C=C/C(=O)OCC(=O)c1cc(C)n(C)c1C
 : -18, -0.1, -6, /, /, 0, /, 1.7, /
- O=C(CN(CC1CCCO1)S(=O)(=O)c1ccc(S(=O)(=O)NCC2CCCO2)cc1)Nc1ccccc1 (stereo not drawn)
 : -11, -0.3, 7, 2, -2, 1, -1, -0.1, -7
- S=C(Nc1ccc(Cl)cc1)NC1CC2CCC(C1)N2Cc1ccccc1 (stereo not drawn)
 : 1, 0.2, -1, 2, -5, 4, -3, 2.2, -17
- O=C(NC(=O)c1ccccc1F)OCc1ccc(Cl)cc1Cl
 : -15, 0.0, 0, -2, -5, 5, -4, 2.1, -2
- O=C(O)c1cc(S(=O)(=O)Nc2ccccc2Cc2ccccc2)ccc1Cl
 : 19, -0.2, -6, -2, 5, 3, -1, 0.4, 8
- C=CCOc1ccccc1OCC(O)CNC(C)C (stereo not drawn)
 : 15, 0.1, 3, -2, -1, -3, -1, 4.4, 3
- CCn1c(SCc2ccccc2)nnc1-c1cccnc1
 : 0, 0.2, -12, 1, 3, -2, -3, 2.8, -5
- CN1CCN(C(=S)SCc2nc(N)nc(Nc3ccc(F)cc3)n2)CC1
 : -1, 0.1, 19, 0, -10, 0, -5, -0.4, 10
- Cc1nc(COc2ccc(C(=O)Nc3ccccc3N3CCOCC3)cc2)cs1
 : 19, 0.0, 13, -3, 6, -1, 1, -0.8, -4
- O=C1CS(=O)(=O)N(Cc2cccc(F)c2)c2ccc(Br)cc21
 : -17, -0.8, 14, /, /, 6, /, 1.1, /
- CN(C)C(CNC(=O)Cc1ccc([N+](=O)[O-])cc1)c1ccccc1 (stereo not drawn)
 : -1, -0.1, 10, -3, 7, 0, 1, 1.0, 0
- CC(=O)Nc1ccc(S(=O)(=O)N(C)CC(=O)OCC(=O)NC(C)C23CC4CC(CC(C4)C2)C3)cc1 (stereo not drawn)
 : 3, 0.3, 0, 0, -2, 2, -3, 2.0, 5
- c1ccc(CNc2nc(-c3ccccn3)nc3ccccc23)cc1
 : -5, -0.1, 67*, -6, -7, 39*, 7, -0.3, 12
- Cc1ccccc1OCc1nnc(SCC(=O)O)n1Cc1ccccc1
 : -15, -0.2, -13, -5, 0, -2, 14, 0.5, -9
- O=C(NCCN1C(=O)S/C(=C\c2ccc(F)cc2)C1=O)C1CCN(S(=O)(=O)c2cccs2)CC1
 : -2, -0.2, 16, -5, 17, 1, 0, 4.2, -1
- COc1cccc(OCCCCCCN2CCOCC2)c1
 : 5, 0.2, 0, -5, 2, -1, -3, 1.1, -4
- CC(C)(CNC(=O)c1cc([N+](=O)[O-])ccc1N1CCC(Cc2ccccc2)CC1)N1CCOCC1
 : 16, -0.2, 45*, /, /, 1, /, 1.6, /
- Cc1ccc(S(=O)(=O)N(C)c2ccc(C(=O)O)cc2)cc1
 : 4, 0.1, 2, -4, 4, -1, 1, 0.7, 6
- CC1CN(S(=O)(=O)c2ccc(F)cc2)C(C)N1C(=O)N1CCOCC1 (stereo not drawn)
 : -12, -0.1, 8, -2, 3, 1, 4, 0.6, 14
- COc1ccc(Br)c(C(=O)N(C)CC(=O)Nc2ccc(N3CCOCC3)cc2)c1
 : -9, -0.1, 14, -1, -2, 2, 3, -0.6, -13
- O=C(Cc1ccc(F)cc1)N1CCN=C1SCc1ccc([N+](=O)[O-])cc1
 : -7, -0.4, 30, -3, -1, -1, -1, 1.3, 5
- CCC(N1CCOC1=O)S(=O)(=O)c1ccc(C)cc1 (stereo not drawn)
 : 6, 0.0, -10, -1, 0, 1, 2, 1.7, -7
- O=C(O)c1ccc(CSc2nnc(-c3ccco3)n2-c2ccccc2)cc1
 : 3, 0.1, 3, 3, 0, 0, -3, 4.5, -3
- Cc1ccc(NC(=O)COC(=O)CNC(=O)c2cccc([N+](=O)[O-])c2)cc1S(=O)(=O)N1CCCCCC1
 : -9, 0.5, 4, 0, -2, 2, -12, 5.4, -4
- O=C(OCC(=O)N1CCN(Cc2ccccc2)CC1)c1ccc(Cl)cc1
 : -13, 0.2, 9, -3, -5, 0, -6, 2.6, -5
- O=C(CSc1nnc(SCc2ccccc2)s1)N/N=C/C=C\c1ccco1
 : -8, 0.0, -6, 4, 40, 7, 3, 3.6, 6
- COc1cccc(NC(=O)Nc2ccc3c(c2)nc(C)n3C)c1
 : -15, 0.0, 17, -4, -11, -4, 2, 1.7, 7
- O=C(NCC1CC1)c1cc([N+](=O)[O-])cc([N+](=O)[O-])c1
 : -1, 0.1, 0, 0, -3, -1, 0, -1.1, 10
- COc1ccc(CNCCC(c2ccccc2)C2CCOC(C)(C)C2)cc1 (stereo not drawn)
 : 5, 0.1, 25, 4, -1, 0, 4, 0.4, -7
- COc1ccc2cc(C(c3nnnn3CCc3ccccc3)N3CCC(O)CC3)c(=O)[nH]c2c1 (stereo not drawn)
 : -9, -0.1, -28, 11, 4, -2, 0, 0.4, 4

Of the compounds above, these have a nitro group on carbon:
Results follow in this order: ZTA counter, Efflux pump inh, PREPL inh, TPT1 inh, HCV core dimer, PP1 counter, Fh CTSL1 inh, PP5 inh, EBNA-1 inhibitor
- CC(O)c1nc2cc([N+](=O)[O-])ccc2n1Cc1ccccc1 (stereo not drawn)
 : -11, -0.1, -1, -2, 2, 4, 0, 0.1, 9
- CN(Cc1ccccc1)c1ccc(C(=O)O)cc1[N+](=O)[O-]
 : -4, -0.1, -2, -6, -3, 0, 5, -2.2, 4
- O=C(CN(c1ccccn1)S(=O)(=O)c1ccccc1)N/N=C/c1cccc([N+](=O)[O-])c1
 : -9, 0.1, 3, -4, -1, -2, 0, 0.8, -7
- Cc1cc(-c2n[nH]c(=S)n2/N=C/c2ccccc2[N+](=O)[O-])n[nH]1
 : 2, -0.1, 2, 0, 3, -2, 0, -2.4, 7
- CN(C)C(CNC(=O)Cc1ccc([N+](=O)[O-])cc1)c1ccccc1 (stereo not drawn)
 : -1, -0.1, 10, -3, 7, 0, 1, 1.0, 0
- CC(C)(CNC(=O)c1cc([N+](=O)[O-])ccc1N1CCC(Cc2ccccc2)CC1)N1CCOCC1
 : 16, -0.2, 45*, /, /, 1, /, 1.6, /
- O=C(Cc1ccc(F)cc1)N1CCN=C1SCc1ccc([N+](=O)[O-])cc1
 : -7, -0.4, 30, -3, -1, -1, -1, 1.3, 5
- Cc1ccc(NC(=O)COC(=O)CNC(=O)c2cccc([N+](=O)[O-])c2)cc1S(=O)(=O)N1CCCCCC1
 : -9, 0.5, 4, 0, -2, 2, -12, 5.4, -4
- O=C(NCC1CC1)c1cc([N+](=O)[O-])cc([N+](=O)[O-])c1
 : -1, 0.1, 0, 0, -3, -1, 0, -1.1, 10

Only part of the results is shown; count on the stated rates, not on these rows.
